Source: PubChem BioAssay (University of Kansas High Throughput Screening Laboratory)
mHTT CaM bind = mHTT-calmodulin interaction abrogation; P42858; AlphaScreen His-mHTT/GST-CaM binding, luminescence; inhibition, % at 15 µM; 3.6% of 190,000 active;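 also: 0% = both proteins with DMSO and 100% = one protein alone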
Pf apPOL inh = Pf-apPOL DNA polymerase inhibition | Recombinant Pf-apPOL, molecular beacon fluorescence, 1.5 h | inhibition, % at 10 µM | 0.25% of 210,000 active | AID 1794808
Starred values were filed as active, the others as inactive; x = no result given; & = joins results of further samples. Rule as the data show it: active = inhibition above about 50%; inactive = the rest.

SMILES	mHTT CaM bind	Pf apPOL inh
O=C(OCCSCc1cc([N+](=O)[O-])cc2c1OCOC2)c1cc(Cl)cc(Cl)c1	x	-7
O=C(CCC1CCCN(C(=O)Nc2ccccc2F)C1)NCc1ccc(Cl)cc1 (stereo not drawn)	0	-3
N#C/C(=C\c1ccc(-c2cc([N+](=O)[O-])ccc2Cl)o1)c1[nH]nc(N)c1C#N	26	2
CC(=O)N1N=C(c2cccs2)OC12CCCCC2	-18	-86
Nc1cc(C(F)(F)F)ccc1Oc1ccc(Cl)cc1Cl	x	6
CC(C)N1C(=O)C(C)(C(=O)NCc2ccc(Br)cc2)Oc2cccnc21 (stereo not drawn)	95*	-7
Cc1ccc(-c2ncc(NC(=O)CC(C)C)cn2)cc1	-1	1
COc1ccc(S(=O)(=O)CCc2ccncc2)cc1	-1	1
CCOC(=O)CNC(=O)c1nc(-c2cnccn2)no1	-14	1
Cc1cccc(OCC(=O)Nc2ccc(N3CCN(C(=O)c4ccccc4)CC3)cc2)c1	19	-11
N#CCCN1CCN(c2ccc([N+](=O)[O-])cc2F)CC1	-5	-5
Cc1ccc(CNC(=O)C2(O)c3cc(Br)ccc3NC(=O)N2c2ccccc2)cc1 (stereo not drawn)	9	5
CCc1ccccc1NC(=O)C1CC(=O)N(c2ccc3c(c2)CCN3C(=O)C2CC2)C1 (stereo not drawn)	8	-2
COc1ccccc1CNC(=O)c1ccc(N(Cc2ccccc2Cl)S(C)(=O)=O)cc1	-2	-11
COc1ccccc1C(=O)N1CCc2c(c(-c3nc(C)no3)nn2C)C1	5	0
Cn1ccc2ccn(CC(=O)NC3CCCCC3)c(=O)c21	-3	-4
Cc1ccc(CNC(=O)C2CCc3sc(C(=O)N4CCOCC4)cc3C2)cc1C (stereo not drawn)	-1	-4
Cc1ccc2c(c1)N(c1cc(F)ccc1F)C=C(C#N)S2(=O)=O	-6	1
CCC(=O)N1c2ccc(S(=O)(=O)N3CCCC3)cc2CC1C (stereo not drawn)	-2	2
CCOC(=O)C(=NOC)c1csc(NC(=O)c2nn(-c3ccccc3)nc2C)n1	x	-1

A second format for some results above.
Cc1ccc(CNC(=O)C2CCc3sc(C(=O)N4CCOCC4)cc3C2)cc1C (stereo not drawn)
  mHTT CaM bind = -1	Pf apPOL inh = -4

Cc1ccc2c(c1)N(c1cc(F)ccc1F)C=C(C#N)S2(=O)=O
  mHTT CaM bind = -6	Pf apPOL inh = 1

The list goes on:
SMILES	mHTT CaM bind	Pf apPOL inh
COc1cccc(C(=O)Nc2ccc([N+](=O)[O-])cc2)c1	6	-4
O=C(NCc1ccc2c(c1)OCO2)c1ccc2snnc2c1	-4	-12
O=C(CCn1c(N2CCCCC2)nc2ccccc2c1=O)Nc1ccc(Cl)cc1	18	1
O=C(NCc1cccs1)c1ccc(Cl)cc1[N+](=O)[O-]	-2	1
CC1CCC(C(=O)NC(C(=O)NCc2ccccn2)C(C)C)CC1 (stereo not drawn)	5	18
O=C(O)c1ccc(Nc2ncnc3ccccc23)cc1	-5	-1
CN(C)CCCCOc1cccc(Cl)c1	0	-1
Fc1cccc(Cl)c1CSC(=S)N1CCSCC1	x	6
COc1cccc(/C=C2/N=C(c3cccc([N+](=O)[O-])c3C)OC2=O)c1	-3	-4
O=C(CC1CCN(C(=O)c2ccccc2)CC1)NCCN1CCN(Cc2ccccc2)CC1	3	-6
Cc1ccc(C2=CC(c3ccco3)n3ncnc3N2)cc1 (stereo not drawn)	3	4
CCOc1ccc(C(=O)Nc2ccc(NC(=O)C(C)C)cc2)cc1Cl	0	-1
CC(C)Oc1cccc(C(=O)Nc2ccc(N3CCN(C(=O)c4ccccc4)CC3)cc2)c1	18	-3
Cn1c(SCC(=O)Nc2ccccc2)nnc1-c1ccc2ccccc2c1	x	-12&6
O=C1CC(c2ccccc2)CC(O)=C1C=Nc1cc(C(F)(F)F)cc(C(F)(F)F)c1 (stereo not drawn)	x	3
COc1cc(/C=C2/SC(=O)NC2=O)ccc1OCc1ccccc1	34	1
O=C(CS(=O)(=O)c1cccc2nsnc12)Nc1cccc(C(F)(F)F)c1	4	-2
O=C(CN1CCOCC1)Nc1cccc2cccnc12	x	1
Cc1nc(C2CCCN2Cc2cccs2)n[nH]1 (stereo not drawn)	2	-2
CN(C)c1ncncc1N1CCC(C(=O)N2CCN(c3ccccn3)CC2)CC1	7	-6

By substructure: those above with a cyano group
SMILES	mHTT CaM bind	Pf apPOL inh
N#C/C(=C\c1ccc(-c2cc([N+](=O)[O-])ccc2Cl)o1)c1[nH]nc(N)c1C#N	26	2
N#CCCN1CCN(c2ccc([N+](=O)[O-])cc2F)CC1	-5	-5
Cc1ccc2c(c1)N(c1cc(F)ccc1F)C=C(C#N)S2(=O)=O	-6	1

Next section.
SMILES	mHTT CaM bind	Pf apPOL inh
CCN(CC)CCCNC(=O)c1cc2nc(-c3ccc(C)cc3)cc(C(F)(F)F)n2n1	-8	-4
FC(F)(F)c1cc(-c2ccco2)nc(-n2cc(Cl)cn2)n1	0	0
COC(=O)c1sccc1NC(=O)N1CCCC1c1nc(-c2cccc(Cl)c2)no1 (stereo not drawn)	-7	-4
CC(C)CN(CCCNC(=O)CN1N=C(c2ccc(Cl)cc2)CCC1=O)CC(C)C	-5	-10
COc1cccc(OC)c1C(=O)Nc1ccc(C)cc1C	1	-7
COc1cc(C)c(Cl)cc1S(=O)(=O)N1CCN(C(=O)c2ccco2)CC1	-7	0
CC(=O)N1CCC2(CC1)NC(=O)c1ccccc1O2	1	-8
O=C(Nc1cccn2cnnc12)c1ccc(Cl)s1	-4	-1
CCOc1ccc(CN2C(=O)CCC2(C)C(=O)NC2CCCCCCC2)cc1 (stereo not drawn)	-1	-1
CC(C)C(=O)Nc1ccc(N2CCCN(C(C)c3ccccc3)C2=O)cc1 (stereo not drawn)	5	-2
CN1OCC(S(=O)(=O)NC2CC2)C1c1ccc(C(C)(C)C)cc1 (stereo not drawn)	9	-6
Cc1cc2nnc(-c3ccc(C(F)(F)F)cc3)n2[nH]1	x	-10
Cc1ccc(C(=O)N2CCC(CCNC(=O)c3ccc(Cl)cc3)CC2)cc1	50	2
O=C(NC(=O)c1ccccc1Oc1ccc(Cl)cc1Cl)Nc1cc(Cl)cc(Cl)c1	x	-6
O=C(NCc1cccnc1-c1ccc(F)cc1)c1ccc(Br)o1	-6	-1
CCOc1ccccc1CN1CCC(NC(C)=O)C(CO)C1 (stereo not drawn)	-1	-5
Cc1ccc(NC(=O)Cn2cccc2-c2nnc(-c3ccccc3)o2)c(C)c1	-4	-3
CCN1C(=O)Cc2ccccc2C1C(=O)NCc1ccccc1F (stereo not drawn)	-14	4
Cc1ccnc(N2CCC(C(=O)NCC(C)c3ccccc3)CC2)n1 (stereo not drawn)	-16	-5
CCOc1ccc(CC(=O)N2CCN(c3nc4ccncc4n(C)c3=O)CC2)cc1	27	-4

4 structures out of the list, ordered by heavy-atom count, low to high.
SMILES	mHTT CaM bind	Pf apPOL inh
N#C/C(=C\c1ccc(-c2cc([N+](=O)[O-])ccc2Cl)o1)c1[nH]nc(N)c1C#N	26	2
CC(C)CN(CCCNC(=O)CN1N=C(c2ccc(Cl)cc2)CCC1=O)CC(C)C	-5	-10
COc1ccccc1CNC(=O)c1ccc(N(Cc2ccccc2Cl)S(C)(=O)=O)cc1	-2	-11
CC(C)Oc1cccc(C(=O)Nc2ccc(N3CCN(C(=O)c4ccccc4)CC3)cc2)c1	18	-3

Following part:
SMILES	mHTT CaM bind	Pf apPOL inh
CCN1C(=O)COc2ccc(-c3noc(C=Cc4ccccc4)n3)cc21	-2	-1
O=C1NC(c2ccccc2)Nc2c1sc1nc3c(cc21)CCCC3 (stereo not drawn)	11	-7
O=S(=O)(N(Cc1ccccc1)[C@H](CO)Cc1ccccc1)N(Cc1ccccc1)[C@H](CO)Cc1ccccc1	0	-2
O=[N+]([O-])c1cccc(CN(CCO)Cc2ccccc2)c1	-4	-1
O=C(c1ccccc1)N1CCN(c2ccnc3cc(Cl)ccc23)CC1	x	-14
COc1ccc(C(=O)NCCC2CCN(C(=O)c3ccc(C)cc3)CC2)c(OC)c1	1	-8
O=C(Nc1ccc2c(c1)CCC2)c1cccnc1N1CCNC(c2ccccc2)C1 (stereo not drawn)	34	8
Cc1c(C(=O)N2CCC(C(N)=O)CC2)sc(N)c1C#N	4	-5
c1ccc(-c2cnc3ccccc3n2)cc1	-18	x
CC(=NOC(=O)c1ccc(C)cc1)c1csc2ccccc12	x	-2
O=C(O)Cc1csc(NC(=O)CSc2nnnn2-c2ccc(O)cc2)n1	x	5
O=[N+]([O-])c1ccc(C(N2CCOCC2)N2CCOCC2)cc1	-4	2
COc1ccc(CN2CC(C(=O)NCCCN3CCN(C)CC3)CC2=O)cc1 (stereo not drawn)	-5	-6
O=c1cc(COc2ccc(Cl)cc2)nc2sccn12	-6	-5
CC(C)(C)c1nc(N=C(N)N)sc1Br	x	-3
COc1nn(C)cc1C(=O)N1CCC(c2nnc(C3CC3)o2)CC1	-13	-2
O=C1c2ccc(-c3nc4ccc(Br)cc4c(=O)o3)cc2C(=O)N1CC1CCCO1 (stereo not drawn)	-1	5
Cc1cc(C(C)(C)C)c(O)c(C)c1CC1=NCCN1	x	-9
C=CCN(CC=C)S(=O)(=O)c1ccc2nc(NC(=O)Cc3cccs3)sc2c1	16	-2
O=C(Nc1ccc([N+](=O)[O-])cc1Br)C12CC3CC(CC(C3)C1)C2	2	0
C[C@H]1[C@@H](NC(=O)c2ccc(Cl)c(C(F)(F)F)c2)CC[C@@]23CCCN2C(=O)CCC[C@@H]13	16	0
Cc1ccc(-n2nc(C)c3sc(N4CCCN(C(=O)c5cccc(C)c5)CC4)nc32)cc1	37	2
COc1ccc(-c2nc(C)c3c(n2)N(Cc2cccs2)C(=O)C3)cc1	4	-1
COc1ccc(S(=O)(=O)N2CCC(Cc3ccccc3)CC2)cc1[N+](=O)[O-]	6	-12
O=C(c1ccccc1)N1CCN(Cc2ccccc2[N+](=O)[O-])CC1	5	-3
CC12C=CC(O1)C1C(=O)N(c3ccc(Br)cc3[N+](=O)[O-])C(=O)C12 (stereo not drawn)	-1	14
O=C(O)c1cc(NC(=O)c2ccco2)cc(C(=O)O)c1	3	0
CCN(CC)CCCNC(=O)c1ccc2c(c1)N(C)C(=O)C1CCCCN21 (stereo not drawn)	-1	-2
CC1=C(C(=O)Nc2ccccc2)C(c2ccc(N(C)C)cc2)n2ncnc2N1 (stereo not drawn)	9	-1
CCCCc1ccc(NC(=O)N2CCN(c3cc(C)nc4ccccc34)CC2)c(C)c1	x	-5
O=C(Nc1ccc2oc(-c3ccccc3Cl)nc2c1)c1ncn[nH]1	77*	58*
O=C(O)c1cc(-c2ccccc2)nn1-c1ccccc1	-2	-11

Profiles from above. Values in the order: mHTT CaM bind, Pf apPOL inh
COc1ccc(S(=O)(=O)CCc2ccncc2)cc1 as listed: -1, 1
Cc1ccnc(N2CCC(C(=O)NCC(C)c3ccccc3)CC2)n1 (stereo not drawn) as listed: -16, -5
